PAFAH1B3 inh: PAFAH1B3 enzyme inhibitors, primary screen, biochemical, fluorescence polarization, human. Platelet-activating factor acetylhydrolase IB subunit alpha1 (Homo sapiens), Q15102. recombinant PAFAH1B3, FP-rhodamine probe. inhibition, % at 3.39 µM. hit rate 0.28% among 340,000. AID 492972, 2010;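 active = inhibition above the screen-wide average of all tested compounds plus 3 SD, cut at about 25% in these data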;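 note: 0% = enzyme with DMSO only and 100% = wells lacking PAFAH1B3 protein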
LYPLA1 inh: LYPLA1 inhibitors, primary screen, counter-screen for PME1 inhibitor project, biochemical, fluorescence polarization, FP-Rh probe ABPP. recombinant LYPLA1. inhibition, % at 5.9 µM. hit rate 0.16% among 320,000. AID 2174, 2009;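 active = inhibition above the mean of all tested compounds plus 3 SD, set per campaign, cut at about 14% in these data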;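 note: inhibitors block serine hydrolase probe labeling of LYPLA1 so polarization falls; 0% = enzyme with DMSO and 100% = wells lacking LYPLA1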
PAFAH1B2 inh: PAFAH1B2 enzyme inhibitors, primary screen, biochemical, fluorescence polarization, human | Platelet-activating factor acetylhydrolase IB subunit alpha2 (Homo sapiens), P68402 | recombinant PAFAH1B2, FP-rhodamine activity probe | inhibition, % at 3.39 µM | hit rate 1.2% among 340,000;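 active = inhibition above the mean of all tested compounds plus 3 SD, cut at about 24% in these data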;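 note: 0% = enzyme with DMSO and 100% = wells lacking PAFAH1B2; many of its hits are not listed in these tables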
PREPL inhibitor: PREPL enzyme inhibitors, primary screen, biochemical, fluorescence polarization. Prolyl endopeptidase-like (Homo sapiens), Q4J6C6. recombinant PREPL, fluorescence polarization activity-based probe. inhibition, % at 5.96 µM. hit rate 0.68% among 320,000. AID 2751, 2010; in the data active = inhibition above about 43%;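 note: 0% = enzyme with DMSO and 100% = wells lacking enzyme; many of its hits are not listed in these tables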
Target sequence (Q4J6C6 whole entry, looked up): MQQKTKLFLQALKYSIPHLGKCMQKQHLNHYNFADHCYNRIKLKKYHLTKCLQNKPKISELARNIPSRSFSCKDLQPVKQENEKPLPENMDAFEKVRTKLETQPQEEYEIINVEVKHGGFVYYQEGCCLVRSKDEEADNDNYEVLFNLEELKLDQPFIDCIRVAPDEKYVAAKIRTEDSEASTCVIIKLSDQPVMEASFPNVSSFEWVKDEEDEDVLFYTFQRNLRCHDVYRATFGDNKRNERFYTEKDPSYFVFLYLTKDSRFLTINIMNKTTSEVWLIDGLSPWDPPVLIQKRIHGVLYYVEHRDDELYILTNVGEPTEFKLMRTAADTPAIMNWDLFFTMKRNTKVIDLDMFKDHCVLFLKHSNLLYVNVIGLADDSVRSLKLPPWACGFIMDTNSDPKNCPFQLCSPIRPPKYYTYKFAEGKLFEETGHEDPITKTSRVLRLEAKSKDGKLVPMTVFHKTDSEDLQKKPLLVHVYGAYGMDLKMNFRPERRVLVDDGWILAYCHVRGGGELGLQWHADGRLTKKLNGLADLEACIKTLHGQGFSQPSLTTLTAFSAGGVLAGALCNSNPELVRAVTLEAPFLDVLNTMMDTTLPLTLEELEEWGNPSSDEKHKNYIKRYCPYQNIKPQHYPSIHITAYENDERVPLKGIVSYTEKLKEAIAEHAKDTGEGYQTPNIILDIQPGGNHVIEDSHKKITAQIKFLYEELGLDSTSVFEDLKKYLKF
pPAFAH FP inh: pPAFAH enzyme inhibitors, primary screen, biochemical, fluorescence polarization, human | Platelet-activating factor acetylhydrolase (Homo sapiens), Q13093 | recombinant pPAFAH, FP-rhodamine probe fluorescence polarization | inhibition, % at 3.39 µM | hit rate 1.5% among 330,000 | AID 463082, 2010;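 active = inhibition above the mean inhibition across the screen plus 3 SD, cut at about 25% in these data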;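 note: inhibitors block binding of the rhodamine activity-based probe so polarization drops; 0% = enzyme with DMSO and 100% = wells lacking pPAFAH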
PME-1 inh: PME-1 inhibitors via competitive probe labeling, primary screen, biochemical, fluorescence polarization, FP-Rh probe, HTS; recombinant PME-1; inhibition, % at 5.9 µM; hit rate 0.53% among 320,000;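 active = inhibition above the campaign mean of all compounds plus 3 SD, cut at about 26% in these data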;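 note: competitive labeling of PME-1 active site by serine hydrolase directed probe; 0% = PME-1 with DMSO and 100% = wells lacking PME-1 enzyme; inhibitors block probe labeling so polarization falls and inhibition rises; many of its hits are not listed in these tables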
GSTO1 inh: inhibitors of recombinant GSTO1, primary screen, counter-screen for RBBP9 inhibitor project, biochemical, fluorescence polarization; activity-based probe fluorescence polarization; Glutathione S-transferase omega-1 (Homo sapiens), P78417; AID 1974, 2009; hit rate 1.1% among 300,000; inhibition, % at 5.96 µM;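 active = inhibition above the campaign mean inhibition plus 3 SD, cut at about 35% in these data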;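 note: 0% = GSTO1-1 with DMSO and 100% = wells lacking GSTO1-1 enzyme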
LYPLA2 counter: LYPLA2 inhibitors, primary screen, counter-screen for PME1 inhibitor project, biochemical, fluorescence polarization, FP-Rh probe ABPP. Acyl-protein thioesterase 2 (Homo sapiens), O95372. recombinant LYPLA2. inhibition, % at 5.9 µM. hit rate 0.38% among 320,000. AID 2177, 2009;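 active = inhibition above the screen-wide mean plus 3 SD, limit set per campaign, cut at about 26% in these data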;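 note: 0% = LYPLA2 with DMSO and 100% = wells lacking LYPLA2 enzyme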
Target sequence (O95372 whole entry, looked up): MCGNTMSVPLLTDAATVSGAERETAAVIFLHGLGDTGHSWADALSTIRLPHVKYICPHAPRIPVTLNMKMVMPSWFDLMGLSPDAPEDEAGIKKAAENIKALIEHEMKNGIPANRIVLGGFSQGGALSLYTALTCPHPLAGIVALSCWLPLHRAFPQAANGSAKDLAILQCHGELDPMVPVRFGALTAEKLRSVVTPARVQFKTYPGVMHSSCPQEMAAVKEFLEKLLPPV
PAD4 FP inh: human PAD4 inhibitors, primary screen, biochemical, fluorescence polarization, 1536-well format; Protein-arginine deiminase type-4 (Homo sapiens), Q9UM07; hit rate 0.41% among 330,000; recombinant PAD4, RCA probe fluorescence polarization; inhibition, % at 6.36 µM; AID 485272, 2010;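 active = percent inhibition above a cutoff equal to the mean of all tested compounds plus 3 SD, cut at about 15% in these data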;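 note: 0% = PAD4 with RCA probe and DMSO and 100% = probe without PAD4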
An asterisk follows results filed as active; x = not tested or not shown.

SMILES	PAFAH1B3 inh	LYPLA1 inh	PAFAH1B2 inh	PREPL inhibitor	pPAFAH FP inh	PME-1 inh	GSTO1 inh	LYPLA2 counter	PAD4 FP inh
Cc1nc(=O)c(-c2ccccc2)c(C)n1CC1CCCO1 (configuration not stated)	4	8	-1	20	3	-7	-6	9	2
O=C(O)c1cc(NCc2c(F)cccc2Cl)ccc1N1CCOCC1	2	-2	8	3	6	-2	5	-2	-2
CCOC(=O)c1cc(NC(=O)N(CC)C2CCCCC2)c(C)nc1C	-1	-2	13	6	1	-4	1	2	-7
COc1ccc(S(=O)(=O)N(C)C[C@H]2Oc3ccc(NC(=O)C4CC4)cc3C(=O)N([C@H](C)CO)C[C@@H]2C)cc1	4	x	4	11	2	x	x	x	2
O=C(CNC(=O)C12CC3CC(CC(C3)C1)C2)OCc1cc(=O)n2cc(Br)ccc2n1	10	0	5	4	3	-9	9	11	-5
Cc1ccnc(NS(=O)(=O)c2ccc(NC(=O)Cc3cccs3)cc2)n1	9	-3	4	-4	34*	3	22	3	-5
CCOc1ccc2c(c1)nc(SCC(=O)c1cccs1)n2C	4	-2	4	10	4	8	9	-3	2
O=C(CSc1nc2c(c(=O)[nH]1)CCC2)Nc1cccc(Cl)c1	4	2	-1	3	5	1	-14	3	0
O=C(NCCC1CCCCN1S(=O)(=O)c1ccc(F)cc1)C(=O)NC1CC1 (configuration not stated)	12	0	2	-2	6	-5	1	9	0
COc1ccc(C(=O)NC2(C(F)(F)F)C(=O)Nc3c2c(=O)[nH]c(=O)n3CCc2ccc(OC)c(OC)c2)cc1 (configuration not stated)	3	0	2	6	-1	0	2	3	3
CCOc1ccc(-c2ccc(/C=C3/C(=N)N4C(C)=CSC4=NC3=O)o2)c([N+](=O)[O-])c1	4	-9	4	21	45*	13	7	-12	-13
CCOc1ccc(CNC(=O)CCc2cn(C)c3ccccc23)cc1OC	0	5	0	-4	-1	3	-11	10	-1
CCN(CC)C(=O)COc1ccc(-c2ccccc2)cc1	7	1	4	18	1	4	1	10	1
O=C(Nc1cccc(C(F)(F)F)c1)c1cccc(NS(=O)(=O)c2ccc(Br)c(C(=O)O)c2)c1	6	-5	4	-5	2	0	-31	-5	4
COCCn1c(SCc2csc(-c3ccccc3)n2)nc2ccccc21	3	-5	2	18	2	6	6	-1	-4
Cc1cccc(N(Cc2cc3ccc(C)cc3[nH]c2=O)C(=O)c2ccco2)c1	-2	0	2	-11	2	4	8	10	-8
COc1cc2cc(CN(CCO)S(=O)(=O)c3ccccc3)c(=O)[nH]c2cc1OC	5	-2	4	6	5	-4	1	0	-3
CN(C)S(=O)(=O)c1ccc(N2CCCC2)c(C(=O)Nc2ccc(Br)cc2F)c1	0	2	2	-7	10	3	-1	-2	1
O=C(N/N=C\C=C\c1ccco1)c1cc(-c2ccc3ccccc3c2)n[nH]1	-2	-20	-3	14	19	16	-15	-15	-11
CCN(CC)S(=O)(=O)c1ccc(N2CCN(CCO)CC2)nc1	1	-1	7	2	4	1	-2	-4	-1
CC(C)(C)C(=O)Nc1ccc(-c2cn3ccsc3n2)cc1	0	-3	1	0	3	-3	-3	-4	2
Nc1cc(C(=O)OCC(=O)NC(c2ccccc2)c2ccccc2)ccc1Cl	4	-1	6	-5	0	-7	0	-10	-8
CSc1cc(-c2ccccc2)n(C)c(=O)c1C#N	0	-2	8	1	1	-1	10	-4	-7
CCC(C)(C(=O)NC1CCCCC1)N(Cc1cccs1)C(=O)Cc1cccs1 (configuration not stated)	-3	1	6	-10	3	5	-2	-4	-8
O=C(COC(=O)c1ccc(Cl)nc1)Nc1cc(S(=O)(=O)N2CCOCC2)ccc1Cl	5	x	0	18	4	x	x	x	-5
CCOC(=O)CNC(=O)CCc1nnc2ccc(N3CCC(C)CC3)nn12	1	5	5	3	0	7	9	3	2
Cc1ccnc(NC(=O)C2CCCN(S(=O)(=O)c3ccc4[nH]c(=O)ccc4c3)C2)c1 (configuration not stated)	6	4	2	1	-1	9	-62	6	2
FC(F)(F)c1ccccc1NC(=S)N1CCCC1	-2	-1	0	1	-5	-3	4	-8	-6
CCC(=O)NC(Nc1nc2ccc(C)cc2s1)(C(=O)OC)C(F)(F)F (configuration not stated)	3	-2	3	9	2	-1	0	0	2
Cc1cccc2c1cnn2C(=O)CCC(=O)N1CC(C)CC(C)C1 (configuration not stated)	8	-6	8	5	-2	3	2	-5	0
COCCCn1c(SCC(=O)N2CCCC(C)C2)nnc1-c1ccco1 (configuration not stated)	8	0	8	12	-8	-3	-2	1	13
CCOc1ccc2nc(N=NC3=C(O)CC(C)(C)CC3=O)sc2c1	20	2	12	6	23	5	-42	9	-3
N#Cc1c(N)sc(=S)c2c1CCCC2	15	3	5	12	21	8	21	6	-2
CNc1ccc(SC#N)cc1	7	2	4	2	0	-5	9	10	4
COc1ccc(-n2nc3c(c2NC(=O)C(C)Oc2ccccc2)CS(=O)C3)cc1 (configuration not stated)	1	1	4	13	2	1	1	3	2
C=C(C)C1CC=C(C)/C(=N/NC(=O)COc2cccc(C)c2)C1 (configuration not stated)	9	3	-3	-7	1	3	4	11	-6
CCCCNC(=O)c1nn2c(C(F)(F)F)cc(-c3ccc(OC)cc3)nc2c1Br	6	1	4	0	1	-5	-3	-1	-1
COC(=O)c1ccccc1NC(=O)C1CCN(C(=O)c2cc(OC)cc(OC)c2)CC1	10	3	1	-11	0	9	3	0	1
CCCCC(=O)N1CC2(C)CN(C(=O)CCCC)CC(C)(C1)C2=O	-7	-5	0	-3	1	3	0	-4	-3
CCOC(=O)C1=C(CSc2nc3ccccc3s2)NC(=O)NC1c1ccc(OC)cc1 (configuration not stated)	12	-8	5	-6	-11	-5	1	-12	1
O=C1C(Cc2ccc(Br)cc2)SC(=Nc2ccccc2)N1c1ccccc1 (configuration not stated)	4	-1	7	-1	2	1	-5	-4	-2
O=S(=O)(c1ccc2nc(-c3ccccc3)[nH]c2c1)N1CCN(c2ccc(Cl)cc2)CC1	-16	-19	-8	13	-12	-30	-42	-32	-2
Nc1c(-c2ccsc2)cnc2ncnn12	5	0	-1	-3	0	1	1	9	4
C=CCn1c(SCC(=O)O)nnc1-c1ccccc1	6	-3	6	1	3	-3	-5	-4	-4
O=C(O)CCC(=O)NCc1ccc(F)cc1	-3	2	7	5	5	3	0	4	-4
CC(CCc1ccccc1)NC(=O)CCC(=O)N1CCC(C(N)=O)CC1 (configuration not stated)	8	-3	5	0	6	2	6	-6	-2
CCOc1ccccc1NC(=O)Cn1cnc2c(nnn2-c2cccc(OC)c2)c1=O	-2	-2	3	-11	0	-5	-4	-3	0
COc1ccc(C2/C(=C(/O)c3ccccc3)C(=O)C(=O)N2CCO)cc1 (configuration not stated)	-1	4	0	11	2	2	2	-9	-4
Cn1c(N)c(C(=O)CSc2ccc3c(c2)OCCO3)c(=O)n(C)c1=O	5	1	5	-1	-2	-2	5	6	-2
CCc1ccc(N2C(=O)c3ccc4c5c(ccc(c35)C2=O)CC4)cc1	-4	-2	2	9	2	5	1	0	-7

Following part
SMILES	PAFAH1B3 inh	LYPLA1 inh	PAFAH1B2 inh	PREPL inhibitor	pPAFAH FP inh	PME-1 inh	GSTO1 inh	LYPLA2 counter	PAD4 FP inh
O=C(NCCNC(=O)c1ccco1)c1ccc(F)cc1	2	1	2	-1	0	6	1	3	3
CC(=O)c1ccc(O)c(CSc2nncn2C)c1	-5	1	-2	-2	5	-7	7	-2	0
Cc1cc(C)nc(NS(=O)(=O)c2ccc(NC(=S)NC(=O)c3cccnc3)cc2)n1	5	-1	2	11	-2	-3	16	3	-1
CCCC(=O)N(Cc1cc2cccc(C)c2[nH]c1=O)c1ccccc1OC	3	-1	5	3	-3	0	6	-1	-5
O=C(Nc1ccccc1)OCCNC(=O)c1ccccc1	4	-2	2	-2	-1	-1	6	2	0
CC(=O)Nc1ccc(-c2csc(NC(=O)CC(NC(C)=O)c3ccccc3)n2)cc1 (configuration not stated)	-2	-9	-1	21	0	1	-3	-23	-2
O=C(NN1C(=O)c2ccccc2NC1c1ccoc1)c1ccccc1 (configuration not stated)	0	3	9	21	-4	1	-6	-1	0
CCN(CC)c1ncnc2c1cnn2Cc1ccc(C)cc1	3	-4	3	0	0	-6	-3	0	-3
O=C(CN1CCC(NC(=O)c2ccccc2F)CC1)Nc1ccc2c(c1)OCO2	5	-2	2	-4	-1	-4	11	8	0
Cc1c(C)c2cc(Cl)c(OCC(=O)NC3CC(C)(C)NC(C)(C)C3)cc2oc1=O	7	2	3	4	5	0	-7	4	-6
Brc1ccc(OCCCCCN2CCOCC2)cc1	5	1	16	12	4	6	8	0	2
CC(=O)Nc1ccc(NC(=O)c2cccc3ccccc23)cc1	7	0	3	14	3	2	17	4	0
Cc1cc(C)nc(SCC(=O)c2ccc(O)cc2O)n1	-4	1	3	-3	0	-7	11	5	2
NC(=S)NNC(=O)C12CC3CC(CC(C3)C1)C2	-1	4	12	1	0	3	10	3	1
CS(=O)(=O)N(CC(=O)N1CCOCC1)c1cccc(Cl)c1Cl	14	-3	2	1	3	0	-2	0	-6
Cc1ccc(S(=O)(=O)N2CCC(C(=O)OCc3ccc([N+](=O)[O-])cc3)CC2)cc1	11	-3	13	-12	4	-3	1	24	-1
O=C(CCN1C(=O)C2C3C=CC(C3)C2C1=O)N1CCN(c2ccc([N+](=O)[O-])cc2)CC1 (configuration not stated)	-3	5	1	8	11	-2	2	11	-2
COCCN(CC(=O)Oc1ccccc1P(=O)(OC)OC)Cc1ccccc1	x	8	x	-4	-4	5	-3	3	5
O=C(Cn1cnc2c(oc3ccccc32)c1=O)N1CCCC1	5	1	2	1	4	-1	9	2	1
O=C(OC1CCCCC1)c1ccc(NC(=O)c2ccco2)cc1	-7	-10	-1	7	-4	-15	-13	-11	-2
CCOc1ccc2nc(NC(=O)CC3Oc4ccccc4NC3=O)sc2c1 (configuration not stated)	1	-7	7	2	3	-12	-5	-7	-3
CC(C)CCN(C(=O)c1csnn1)C(C(=O)NC1CCCC1)c1ccc(F)cc1 (configuration not stated)	-4	1	10	0	-2	-3	0	0	-4
COCC(=O)Nc1nnc(Cc2ccc(OC)c(OC)c2)s1	7	0	2	-9	13	-6	2	-3	-7
CCOc1ccc(NC(=O)c2cnc3scc(C)n3c2=O)cc1	7	2	1	8	-8	-10	2	1	-4
COCCNC(=O)CN1C(=O)COc2ccc(S(=O)(=O)N3CC(C)CC(C)C3)cc21 (configuration not stated)	3	0	4	14	-4	6	3	1	0
O=C(CN1C(=O)S/C(=C/C=C/c2ccccc2)C1=O)Nc1ccc(C(=O)O)cc1	-1	-6	1	2	4	-11	-6	-12	1
O=C(O)c1ccccc1Oc1ccc(Oc2ccccc2)cc1	7	-4	8	4	11	2	7	-4	0

Only part of the results is shown, so the mix of outcomes need not match the whole.
